# Source: PubChem BioAssay (several laboratories)
# STAT1 inh: reduces IFN-gamma driven STAT1 reporter signal | NIH 3T3 STAT1-luciferase reporter, luminescence | 200,000 compounds, 0.35% hits | inhibition, % at 5.5 µM;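 active = inhibition above a set limit, the mean inhibition across all tested compounds plus 3 SD, cut at about 34% in these data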;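 note: 0% = IFN-gamma with DMSO and 100% = IFN-gamma with 300 µM nifuroxazide; values of inactives mirror those of a sister screen read the other way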
# FLuc stim CS: affects firefly luciferase, flagging false hits in luciferase stimulation screens; ATPlite luciferase biochemical, luminescence, 10 min; 0 = ATP-free wells, 1 = DMSO control; 200,000 tested, under 10 active; activation factor at 10 µM; P08659;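 active = luciferase activation factor, scaled between plate controls, of at least 2 with compound at 10 µM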
# Target sequence (P08659 whole entry, looked up): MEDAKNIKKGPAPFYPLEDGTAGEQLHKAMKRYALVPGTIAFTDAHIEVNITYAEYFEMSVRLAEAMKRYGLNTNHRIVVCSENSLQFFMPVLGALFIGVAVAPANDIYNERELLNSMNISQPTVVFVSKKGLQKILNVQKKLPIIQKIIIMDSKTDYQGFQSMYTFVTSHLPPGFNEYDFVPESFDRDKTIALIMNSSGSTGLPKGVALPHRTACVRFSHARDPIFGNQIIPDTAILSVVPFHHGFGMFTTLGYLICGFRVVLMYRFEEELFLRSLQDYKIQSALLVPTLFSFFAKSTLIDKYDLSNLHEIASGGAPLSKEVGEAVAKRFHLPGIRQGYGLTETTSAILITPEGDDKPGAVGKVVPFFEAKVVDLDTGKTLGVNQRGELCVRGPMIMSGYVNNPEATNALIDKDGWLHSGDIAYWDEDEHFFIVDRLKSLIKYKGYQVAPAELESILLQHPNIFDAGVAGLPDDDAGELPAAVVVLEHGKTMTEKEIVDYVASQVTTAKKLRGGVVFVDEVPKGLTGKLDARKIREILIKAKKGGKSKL
#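 System: luciferase plus luciferin reagent, cell-free; medium: PBS as buffer for the ATP substrate; dosing: test compounds dosed from 2 mM stocks in 100% DMSO; timing: 10 min post-reagent at room temperature; measured by: luminescence measurement of luciferase light output; evaluation: luciferase activation, seen as luminescence increase over controls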
# FLuc inhib CS: counter-screen for luciferase assay inhibitors: firefly luciferase inhibition. P08659. ATPLite firefly luciferase biochemical luminescence, 10 min. inhibition, % at 10 µM. 200,000 compounds, 1.5% hits;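 active = inhibition above about 50% when tested at 10 µM, limit read from the data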
# NF-kB neuron act: raises NF-kB expression in human neuronal cells. NF-kB reporter expression; active compounds read high. fold change at 12.5 µM. 190,000 compounds, 1.6% hits. AID 1239; in the data active = fold change above about 3.3
# STAT3 act: STAT3 signaling activation | U3A cells, IL-6 STAT3-luciferase reporter, luminescence; 100% = signal with IL-6 EC80 alone | activation (% of control), % at 5.6 µM | 190,000 compounds, 0.91% hits | AID 871;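 active = activation above the screen-wide mean of compound activation plus 3 SD, cut at about 130% in these data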;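 note: 0% = background luminescence of wells with medium and substrate only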
#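 Test system: Human STAT1-deficient U3A cells with stable STAT3-luciferase reporter | Also added: Interleukin-6, 33 ng/mL | Timing: Compound pre-incubation 1 h before IL-6, then 6 h stimulation at 37 °C | Technique: Luciferase reporter luminescence | Read-out: Percent of IL-6-only median luminescence | Benchmarks: IL-6-only wells as 100% reference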
# APP 5'UTR act: activates APP 5'UTR luciferase reporter | activation, % at 2 µM | AID 1276 | SH-SY5Y APP 5'UTR luciferase reporter, luminescence; zero percent = DMSO vehicle wells | 190,000 compounds, 1% hits;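 active = activation above a set limit, based on mean plus 3 SD of controls, cut at about 140% in these data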; note: values of inactives mirror those of a sister screen read the other way
# STAT1 act: increases IFN-gamma driven STAT1 reporter signal | NIH 3T3 STAT1-luciferase reporter, luminescence; 100% = IFN-gamma alone, no compound | activation (% of control), % at 5.5 µM | 200,000 compounds, 2.6% hits | AID 932;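 active = activation above the screen-wide mean activation plus 3 SD, cut at about 130% in these data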;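 note: raw ratio to IFN-gamma control signal so 100% means no change and 0% no light; values of inactives mirror those of a sister screen read the other way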
# APP 5UTR inh: APP translation inhibition. SH-SY5Y APP 5'UTR-luciferase reporter, luminescence. inhibition, % at 2 µM. 190,000 compounds, 0.82% hits;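 active = inhibition above a set limit, derived from the sample mean plus 3 SD, cut at about 45% in these data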; note: values of inactives mirror those of a sister screen read the other way
# STAT3 inh: reduces IL-6 driven STAT3 reporter signal. U3A cells, IL-6 STAT3-luciferase reporter, luminescence; host cell line lacks STAT1. inhibition, % at 5.5 µM. 190,000 compounds, 0.89% hits;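 active = inhibition above the mean inhibition across all screened compounds plus 3 SD, cut at about 44% in these data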;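 note: 0% = DMSO only wells and 100% = 100 µM nifuroxazide control wells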
# ROMK primary: human ROMK K+ channel modulation, primary screen. Tet-inducible ROMK, thallium flux fluorescence; actives lie on both sides. B-score at 10 µM. 130,000 compounds, 2% hits. AID 1918;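 active = signal ratio slope over the read window, or its plate-corrected B-score, at least 3 SD from the plate mean, either direction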;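 note: B-score of the F/F0 ratio slope over 7 to 12 s after thallium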
# Target sequence (P48048 whole entry, looked up): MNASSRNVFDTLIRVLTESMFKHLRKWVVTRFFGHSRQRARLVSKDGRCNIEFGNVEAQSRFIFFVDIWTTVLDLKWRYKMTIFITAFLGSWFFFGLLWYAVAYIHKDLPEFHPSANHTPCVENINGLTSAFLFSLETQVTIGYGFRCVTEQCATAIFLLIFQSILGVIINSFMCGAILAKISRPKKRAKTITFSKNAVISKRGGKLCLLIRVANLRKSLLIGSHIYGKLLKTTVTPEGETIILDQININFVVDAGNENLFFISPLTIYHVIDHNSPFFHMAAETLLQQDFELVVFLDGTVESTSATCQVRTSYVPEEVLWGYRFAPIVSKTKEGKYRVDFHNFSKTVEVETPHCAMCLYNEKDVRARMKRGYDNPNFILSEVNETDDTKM
# Starred values were filed as active, the others as inactive; . = no result given.
SMILES,STAT1 inh,FLuc stim CS,FLuc inhib CS,NF-kB neuron act,STAT3 act,APP 5'UTR act,STAT1 act,APP 5UTR inh,STAT3 inh,ROMK primary
O=C(c1ccc(NC2=NC3CS(=O)(=O)CC3S2)cc1)N1CCN(Cc2ccccc2)CC1 (stereo unspecified),-6,1.1,-8,1.2,104,2,105,-2,4,.
CC1Cc2ccccc2N1C(=O)C1CCCN(S(=O)(=O)c2cccc3nsnc23)C1 (stereo unspecified),3,1.1,-9,1.2,95,-5,97,5,8,-3.1*
COc1ccccc1NC(=O)N1CCN(c2ccc3nncn3n2)CC1,8,1,-2,0.86,.,16,91,-16,.,.
CNCC(O)CN(c1ccccc1)c1ccccc1 (stereo unspecified),25,1.1,-6,0.95,93,9,77,-9,9,0.6
O=c1cc(CSc2nc3cc(Cl)ccc3o2)nc2sccn12,1,1,5,0.82,93,37,99,-37,15,-0.75
CCOC(=O)c1ccc(NCc2nc3ccccc3[nH]2)cc1,-2,0.9,14,1.5,103,63,102,-63,2,.
O=[N+]([O-])c1ccc(/C=N/Nc2nc(N3CCCCCC3)nc(N3CCCCCC3)n2)o1,2,1,-2,0.79,98,-1,98,1,5,.
CC1(C)SC(=S)N(NC(=O)Nc2ccccc2)C1N(O)C(=O)Nc1cccc2ccccc12 (stereo unspecified),-2,1,3,0.84,113,-5,102,5,-11,.
CNC(=O)c1cc2c(s1)CCCCCC2,0,1,-2,1.1,98,-7,100,7,6,.
COC(=O)Nc1nn(-c2ccc(OC)cc2)c(=O)c(C#N)c1C,-1,1,-4,1,96,7,99,-7,9,-0.039
N#Cc1cnn2ccc(-c3cc(N4CCOCC4)ccc3[N+](=O)[O-])nc12,6,1,-1,1.2,108,12,94,-12,-6,0.03
CCOC(=O)C1CCN(C(=O)COc2ccc(S(=O)(=O)NC(C)C)cc2Cl)CC1,2,1.1,-6,0.98,97,4,98,-4,6,.
Cc1cccc(NC(=O)CSc2nnc(-c3ccco3)o2)c1,-5,1,-4,1,102,9,104,-9,-1,.
CCCCCCC(=O)Nc1cc2c(C)cc(=O)oc2cc1C,-1,1,-3,1.4,95,-12,101,12,10,.
COc1ccc(NC(=S)NCc2ccc(S(N)(=O)=O)cc2)cc1OC,10,1,-3,1.1,103,9,90,-9,0,0.032
COc1ccc(OC)c(NS(=O)(=O)c2ccc(N3CCCC3=O)cc2)c1,11,1,-4,2.6,108,-96,90,96*,-4,2.3
COc1ccc(CN2CCNC(=O)C2CC(=O)NC2Cc3ccccc3C2)c(OC)c1 (stereo unspecified),-15,1.1,-6,1.1,97,3,114,-3,9,0.12
Cc1ccc2oc(=O)c(/C=C(\O)c3ccccc3)nc2c1,-6,1,0,1.9,108,22,104,-22,0,0.4
Cn1c(=O)c2[nH]c(-c3cccnc3)nc2n(C)c1=O,8,1,1,1.2,94,20,93,-20,11,-0.46
CCOc1cc(S(=O)(=O)N(CC)CC)ccc1F,4,1,0,1,100,3,96,-3,7,0.87
O=C1COc2ccc(C(=O)COC(=O)Cc3ccccc3F)cc2N1,-6,1.1,-9,0.98,102,-8,104,8,9,0.28
Cc1c(NC(=S)Nc2ccc(Cl)cc2)c(=O)n(-c2ccccc2)n1C,1,1.1,-6,1.2,97,-21,98,21,9,0.63
C=CCn1c(SCC(=O)Nc2cc(C)ccc2C)nnc1-c1cnccn1,1,1,-5,1,103,-9,99,9,-1,.
C=C(C)CSC1=C(C#N)C(c2ccsc2)CC(=O)N1 (stereo unspecified),10,1,0,1.2,101,18,91,-18,4,-0.13
O=C(NCc1ccco1)c1ccc(CS(=O)(=O)Cc2ccc(F)cc2)o1,4,1,-2,0.97,108,8,97,-8,-6,0.085
SMILES,STAT1 inh,FLuc stim CS,FLuc inhib CS,NF-kB neuron act,STAT3 act,APP 5'UTR act,STAT1 act,APP 5UTR inh,STAT3 inh,ROMK primary
CN1CCN(C(=O)C23CCC(C)(c4nc5ccccc5nc42)C3(C)C)CC1 (stereo unspecified),8,1.1,-6,1.1,103,8,92,-8,1,.
C[N+]1(CC(=O)OCCCC2CCCCC2)CCCC1,7,1.1,-7,0.93,96,-7,93,7,9,-0.18
O=C(NCC1(c2ccccc2)CCCC1)c1ccc(Br)o1,-6,1.1,-11,0.94,103,-19,105,19,-1,.
CNc1nnc(-c2ccncc2)s1,-5,1,-2,1.1,104,8,105,-8,-3,.
O=C(COC(=O)c1ccc(S(=O)(=O)Nc2ccccc2)cc1)NCCC1=CCCCC1,-1,1.1,-6,0.84,94,2,100,-2,3,.
CCn1c(CNc2ccc(C)cc2)nnc1SCC(N)=O,-1,1,-4,0.97,100,6,100,-6,4,0.57
CN(C)S(=O)(=O)c1ccc(C(=O)Nc2nnc(-c3cccs3)o2)cc1,-6,1,-3,1.1,101,3,104,-3,0,-0.74
CCOC(=O)c1[nH]c2ccccc2c1NC(=O)CC,9,1,-3,1.1,194*,-5,92,5,-110,.
COCCn1c(NCc2ccccc2)nc2c1c(=O)[nH]c(=O)n2C,-1,1.1,-5,0.94,98,-14,101,14,2,0.36
CCOc1ccccc1OCCNC1CCCC1,1,1.1,-7,1.1,96,-17,99,17,9,-0.44
CCOc1ccc(NC(=O)CC2C(=O)N(c3ccc(OC)cc3)C(=O)N2Cc2ccc(OC)cc2)cc1 (stereo unspecified),4,1,-1,0.94,108,-18,96,18,-7,-0.31
CC(C)(C)NS(=O)(=O)c1ccc(CCC(=O)N2CCCC2)cc1,-8,1.1,-5,1.1,103,15,106,-15,-2,-0.022
CC1(C)CC(=O)C(C=Nc2ccccc2Sc2ccccc2)=C(O)C1,-4,1,-4,1.1,101,16,104,-16,4,-0.2
COc1ccc2c(c1OC)C(=O)N(C(C)C(=O)O)C2=O (stereo unspecified),-6,1,-5,2.2,98,1,106,-1,5,0.3
C(=N\N1CCOCC1)/c1cccs1,2,1,-3,1,103,9,100,-9,-6,-0.14
Cc1cc(C)n2nc(C(=O)OCCOc3ccc(Br)cc3)nc2n1,-2,1,0,1.2,86,0,101,0,22,.
N#CC1=C(N)OC2=C(CC/C2=C\c2ccccc2)C1c1ccccc1 (stereo unspecified),9,1,0,1.1,79,-3,92,2,34,.
CCOC(=O)c1cccc(NC(=O)/C=C/c2cccc([N+](=O)[O-])c2)c1,-1,1,0,0.92,79,-10,101,10,29,-0.0076
CCc1ccc(S(=O)(=O)c2nnn3c2nc(NCCNC(C)=O)c2ccccc23)cc1,-1,1,-3,1.3,103,-7,100,8,4,0.43
CCc1c(C)c2nncn2[nH]c1=O,16,1,-3,1.1,96,9,85,-9,9,-0.64
COc1cccc(Nc2nc(-c3cccs3)nc3ccccc23)c1,-10,1,-4,0.59,99,17,109,-17,4,.
Cc1cc(NC(=O)CSc2ccc3nnc(-c4cccc(F)c4)n3n2)no1,13,1,-3,1.1,94,11,88,-11,11,.
C/C(=N\O)C1(C)N(O)C(C)(C)C(c2ccc(F)cc2)=[N+]1[O-] (stereo unspecified),-1,1.1,-5,1.1,98,-9,101,9,2,0.71
CCC(C)NCC(=O)Nc1ccc([N+](=O)[O-])cc1C(=O)Nc1ccccc1F (stereo unspecified),8,1.1,-11,0.98,109,0,93,0,-12,0.011
COCCNC(=S)NC(=O)CC12CC3CC(CC(C3)C1)C2,-10,1.1,-10,0.86,108,-2,109,2,-5,-1.6
SMILES,STAT1 inh,FLuc stim CS,FLuc inhib CS,NF-kB neuron act,STAT3 act,APP 5'UTR act,STAT1 act,APP 5UTR inh,STAT3 inh,ROMK primary
CN=c1sc(C(=O)Nc2ccccc2)c(C)n1C,-4,1,-2,1.1,91,8,102,-8,15,1.1
Cc1ccc(S(=O)(=O)N2CCCCC2C(=O)O)cc1 (stereo unspecified),-3,1,-3,1.1,104,13,102,-13,-1,-0.1
Nc1nnc(SCc2ccc(F)cc2)s1,-4,1,-5,1.4,94,34,104,-34,10,.
COc1ccc(CSc2nnc(C)s2)cc1F,-14,0.9,10,1.5,99,35,111,-35,7,-0.46
COc1ccc(NS(=O)(=O)c2cc(C(=O)O)ccc2C)cc1,-2,0.9,5,1.1,94,-17,102,17,10,.
COC(=O)c1cc(Br)c(=O)n(CCc2ccc(F)cc2)c1,0,1.1,-8,0.98,84,-14,95,14,19,-0.72
Clc1ccccc1COc1ccccc1-c1nnco1,-4,1,-4,1.1,81,-2,104,2,28,.
ClCC1CSC(=NC23CC4CC(CC(C4)C2)C3)O1 (stereo unspecified),-10,0.7,29,1.2,101,3,108,-2,6,-0.081
CCCCn1c(CN2CCN(c3cccc(Cl)c3)CC2)nc2c1c(=O)[nH]c(=O)n2C,-15,1.1,-7,0.64,96,-85,114,85*,9,-0.89
Cn1c(N)c(C(=O)COC(=O)c2cc(-c3ccco3)nc3ccccc23)c(=O)n(Cc2ccccc2)c1=O,-1,1,-2,1.2,103,2,101,-2,-6,0.2
N/C(=N\OC(=O)COc1ccc(Cl)cc1)c1cccnc1,-9,1,0,1.2,91,27,108,-27,13,-1.5
O=C(c1ccc(C#CC2(O)CCCCC2)cc1)N1CCOCC1,0,1,0,0.92,103,-3,100,4,1,0.7
Cc1cccc2cc(C#N)c(SCC(=O)Nc3ccccc3N3CCOCC3)nc12,7,1,-1,0.95,107,-1,94,1,-8,.
N#CCCn1cc(/C=N/NC(=O)c2ccncc2)c(-c2ccc(F)cc2)n1,3,1,-2,1.1,103,4,97,-4,-1,.
Cc1ccc2nc(NC(=O)COC(=O)c3ccco3)sc2c1,-18,1,5,1.6,98,19,120,-19,2,-0.11
COC(=O)C1=C(C)OC(N)=C(C#N)C1c1ccsc1 (stereo unspecified),17,1.1,-8,0.95,100,2,87,-2,4,0.13
CC(C)(C)NC(=O)Cn1cc(C#N)c2cc(Br)ccc21,9,1.1,-6,0.97,92,12,92,-12,12,.
COc1ccc(C2CC(=O)C=C(NCCC(C)C)C2)cc1 (stereo unspecified),3,1,-2,0.67,96,1,96,-1,8,.
O=C(c1ccc(Cl)c(Cl)c1)c1cnc(Nc2ccccc2)s1,6,1,-3,1.2,96,1,95,-1,12,1.2
COc1ccccc1C(=O)n1nc(C)cc1C,-1,1.1,-6,0.88,109,1,101,-1,-5,.
CN(C(=O)c1cc2n(n1)C(C(F)(F)F)CC(c1ccco1)N2)c1ccccc1 (stereo unspecified),3,1.1,-5,0.92,95,9,97,-9,16,.
Cc1cc(-c2ccccc2)c2nncn2n1,1,1,1,1.1,98,3,99,-3,6,.

# Rewritten with two lines to a compound: entries from further up.
# Under each structure: STAT1 inh	FLuc stim CS	FLuc inhib CS	NF-kB neuron act	STAT3 act	APP 5'UTR act	STAT1 act	APP 5UTR inh	STAT3 inh	ROMK primary
Cc1cc(-c2ccccc2)c2nncn2n1
  1	1	1	1.1	98	3	99	-3	6	.
COc1ccc(NS(=O)(=O)c2cc(C(=O)O)ccc2C)cc1
  -2	0.9	5	1.1	94	-17	102	17	10	.
O=C(c1ccc(C#CC2(O)CCCCC2)cc1)N1CCOCC1
  0	1	0	0.92	103	-3	100	4	1	0.7
CN(C(=O)c1cc2n(n1)C(C(F)(F)F)CC(c1ccco1)N2)c1ccccc1 (stereo unspecified)
  3	1.1	-5	0.92	95	9	97	-9	16	.
Cc1ccc(S(=O)(=O)N2CCCCC2C(=O)O)cc1 (stereo unspecified)
  -3	1	-3	1.1	104	13	102	-13	-1	-0.1
